Eya2 inh: blocks the phosphatase activity of human Eya2. Potency, µM (titrated, usually from 76.9 µM), without a hit: at the highest dose activity, negative = inhibition, usual class: inhibitors. recombinant Eya2, OMFP fluorescence dephosphorylation (OMFP is methylfluorescein phosphate). O00167. 0.006% of 330,000 active; also: potency is read from the fitted curve at half-maximal effect; % is scaled to controls: 0 for no effect and ±100 for the full control effect
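Eya2 (0.2 uM) preincubated 10 min at ambient with compound, then OMFP substrate added at 50 uM; 10 min reaction in 50 mM HEPES pH 7.5, 50 mM NaCl, 5 uM MgCl2, 0.05% BSA, 1 mM DTT. Fluorescence read at Ex 485/Em 525 nm.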
TSHR antagonist: human thyrotropin receptor antagonism; TSHR-expressing cells, TSH-stimulated cAMP HTRF, 2 h; stronger effect = lower value; activity change, negative = inhibition, % at 11.5 µM; 0.2% of 330,000 active; AID 504810;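 active = activity change below a set negative limit, meaning inhibition stronger than a set level, cut at about -70% in these data; inconclusive = activity change between two set negative limits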; also: % is scaled to controls: 0 for no effect and ±100 for the full control effect
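Competitive HTRF cAMP read-out (cryptate anti-cAMP antibody, cAMP-d2; 30 min, room temperature) in freshly harvested TSHR cells. Compounds added before TSH at EC80 (4nM final), followed by 2 hours' incubation at 37 deg C.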
AT treatment: potential ataxia-telangiectasia treatment; Potency, µM (top dose mostly 57.5 µM), for inactives: at the highest dose activation, most hits filed as activators; 0.19% of 320,000 active; AID 485349; […] A-T fibroblasts, KAP-1 phosphorylation AlphaLISA; neocarzinostatin DNA damage 30 min before lysis; also: potency is read from the fitted curve at half-maximal effect; % of control where 0% means no effect; nearly all actives have a fitted effect of over 45% in size
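ATM-like activity read as KAP-1 phosphorylation via AlphaLISA donor/acceptor antibody pairs after lysis and 6 hr at 25C. Cells were ATM-null patient fibroblasts ([…], hTERT), dosed 60 min, then exposed to the DSB inducer NCS for 30 min.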
Chronic BCR inh: inhibitors of chronic active B-cell receptor signaling; ABC-DLBCL IkBa-CBG/CBR reporter, luminescence ratio, 4 h; Potency, µM (titrated, usually from 46.1 µM), inactives show top-dose ratio change, negative = lower green/red ratio, hits mostly inhibitors; 0.05% of 340,000 active; active = well fitted inhibition curve with a large enough effect in the signal ratio, with a control signal flat, not every such curve was filed as active; inconclusive = small, poorly fitted or top-dose-only effect, or effect the other way, or a change in a side signal; the % refers to the signal ratio;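 also: potency is read from the fitted curve at half-maximal effect; plate controls were basal doxycycline-induced cells for no effect and cells given 10 µM MG132 for full effect; MG132 reads +100%, hits lower the ratio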
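Concentration-response series (up to 46 uM) were applied to TMD8 dual-reporter cells for 4 h at 37C with doxycycline. Green/red ratio, after filter-overlap correction, defined %Activity; red signal alone was normalised to basal cells and zero luminescence.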
a7 integrin act: activators of alpha7 integrin expression for muscular dystrophy; alpha7betagal myoblasts, beta-gal FDG fluorescence, 48 h; 0.064% of 350,000 active; Potency, µM (top dose mostly 38.3 µM), for inactives: at the highest dose activation, most hits filed as activators; AID 624291;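 also: potency is read from the fitted curve at half-maximal effect; 100% = response of the positive control SU9516; nearly all actives have a fitted effect of over 60% in size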
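alpha7betagal+/- myoblasts (passage 13, 250/well) treated 48 h at 37C with compounds at 1:260 dilution of DMSO stock. Lysed, then beta-galactosidase activity read as FDG fluorescence (ex 480/em 540) after 30 min, with pre-read for autofluorescence.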
Tb PFK inh: T. brucei PFK enzyme inhibition. O15648. T. brucei PFK, ADP-Glo luminescence. Potency, µM (series often up to 57.5 µM), without a hit: at the highest dose activity, negative = inhibition, most hits filed as inhibitors. 0.17% of 330,000 active. AID 485367;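 also: potency is read from the fitted curve at half-maximal effect; 0% = uninhibited 1x PFK enzyme wells and -100% = no-enzyme wells; nearly all actives have a fitted effect of over 60% in size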
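In TEA buffer at pH 8.0 with 5 mM MgCl2, enzyme (1.25 nM) converted F6P (0.5 mM) and ATP (0.1 mM) for 45 min at room temperature. ADP product was read by luciferase luminescence.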
Mito fusion act: inhibitors of mitochondrial division or activators of mitochondrial fusion | S. cerevisiae fusion-defective mutant growth rescue, CellTiterGlo 48 h | Potency, µM (titrated, usually from 46.1 µM), inactives show at the top dose growth rescue (activation), hits mostly activators | 0.23% of 320,000 active | AID 485298;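 also: potency is read from the fitted curve at half-maximal effect; % of control where 0% means no effect; nearly all actives have a fitted effect of over 45% in size; temperature-sensitive fusion mutants such as fzo1-1 at 37 °C on non-fermentable ethanol glycerol medium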
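S. cerevisiae fusion-defective temperature-sensitive mutants (e.g. fzo1-1, mgm1-5) grown 48 h at 37C in YPEG (ethanol/glycerol non-fermentable) medium with 23 nl compound per well; growth rescue read as CellTiterGlo luminescence.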
TCR activator: T cell receptor activation. primary human leukocytes, anti-CD3, IL-2 HTRF, 48 h. Potency, µM (top dose mostly 9.22 µM), for the others: at the highest dose activation of IL-2 secretion, most hits filed as activators. 330,000 tested, under 10 active. AID 504894; also: % of control where 0% means no effect
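IL-2 release read by HTRF sandwich (Eu cryptate donor, d2 acceptor, 665 nm emission) after 48 hr exposure of primary human leukocytes to compound together with anti-CD3 beads in the absence of co-stimulatory signals.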
PTAP TSG101 blk: blocks PTAP/TSG101 interaction to inhibit HIV-1 budding | Potency, µM (highest dose often 115 µM), inactives show at the top dose activity change, negative = inhibition, hits mostly inhibitors | Fluorescence polarization, FITC-PTAP peptide / Tsg101 binding | 340,000 tested, under 10 active | Q99816 | AID 493005; active = well fitted inhibition curve with a large enough effect in the main read-out, with a control signal flat, not every such curve was filed as active; inconclusive = small, poorly fitted or top-dose-only effect, or effect the other way, or a change in a side signal; inactive = no such curve, though single readings can be large or run the other way; also: potency is read from the fitted curve at half-maximal effect; % of control where 0% means no effect
Target sequence (Q99816 whole entry, looked up): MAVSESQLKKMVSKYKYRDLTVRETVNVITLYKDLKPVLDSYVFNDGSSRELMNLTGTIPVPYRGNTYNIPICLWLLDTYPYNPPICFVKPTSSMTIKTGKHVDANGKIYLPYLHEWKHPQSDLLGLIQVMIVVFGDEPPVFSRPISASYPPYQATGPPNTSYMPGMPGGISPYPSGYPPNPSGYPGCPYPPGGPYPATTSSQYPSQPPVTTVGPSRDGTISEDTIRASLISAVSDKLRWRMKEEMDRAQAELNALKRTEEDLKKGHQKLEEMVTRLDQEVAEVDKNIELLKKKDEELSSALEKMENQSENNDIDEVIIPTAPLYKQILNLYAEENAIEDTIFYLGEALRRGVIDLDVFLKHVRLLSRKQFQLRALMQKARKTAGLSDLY
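FP read-out: FITC-PTAP peptide, 50 nM final, binding Tsg101 binding domain, 10 uM final; 20 min, r.t.; 10 mM HEPES pH 7.5, 0.15 M NaCl, 0.01% Tween 20, 3 mM EDTA, 0.1 mM TCEP.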
ELG1 repair inh: blocks ELG1-dependent DNA repair in HEK293T cells | Potency, µM (top dose mostly 46.1 µM), for the others: top-dose activity change, negative = inhibition, most hits filed as inhibitors | 2.3% of 330,000 active | HEK293T ELG1-luciferase reporter, luminescence, 16 h; DNA damage induced by 5-fluorouridine | AID 504467; also: potency is read from the fitted curve at half-maximal effect; % is scaled to controls: 0 for no effect and ±100 for the full control effect; nearly all actives have a fitted effect of over 55% in size
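Reporter activity after DNA damage by 5-fluorouridine is monitored. Compound-treated cells incubate 16 hr at 37 °C, then ONE-Glo is added for 30 min before luminescence reading.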
ASM inhibitor: inhibitors of human secretory acid sphingomyelinase; Potency, µM (highest dose often 57.5 µM), for inactives: top-dose activity change, negative = inhibition, usual class: inhibitors; 0.006% of 340,000 active; P17405; placental ASM, HMU-PC fluorogenic substrate, 60 min; also: potency is read from the fitted curve at half-maximal effect
Target sequence (P17405 47-631 limits assumed): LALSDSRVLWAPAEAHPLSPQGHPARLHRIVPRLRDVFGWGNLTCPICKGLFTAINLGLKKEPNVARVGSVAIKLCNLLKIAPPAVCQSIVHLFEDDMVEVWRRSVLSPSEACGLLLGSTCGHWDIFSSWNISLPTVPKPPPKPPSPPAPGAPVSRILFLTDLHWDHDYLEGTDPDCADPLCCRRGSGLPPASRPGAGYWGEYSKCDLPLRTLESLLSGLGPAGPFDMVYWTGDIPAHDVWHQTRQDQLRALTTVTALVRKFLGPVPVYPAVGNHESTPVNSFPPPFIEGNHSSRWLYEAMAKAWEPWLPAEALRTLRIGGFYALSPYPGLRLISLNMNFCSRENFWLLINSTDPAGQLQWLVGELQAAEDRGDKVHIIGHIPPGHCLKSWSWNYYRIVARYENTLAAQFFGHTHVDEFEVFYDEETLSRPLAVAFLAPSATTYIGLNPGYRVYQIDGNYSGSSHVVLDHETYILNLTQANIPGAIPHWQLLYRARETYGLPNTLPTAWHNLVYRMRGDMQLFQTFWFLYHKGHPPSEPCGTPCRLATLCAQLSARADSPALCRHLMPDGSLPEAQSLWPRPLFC
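qHTS format. ASM enzyme prepared from human placenta hydrolyses the fluorogenic substrate HMU-PC0 (9 uM final) over 60 min at 37 °C after a 10 min compound preincubation.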
An asterisk follows results filed as active; ? = inconclusive; / = not tested or not shown; & = joins results of further samples; [ ] = dose if it differs, or a comment. Unless noted, calls follow the shape of the dose curve; as a rule, active = well fitted curve in the direction sought with a large enough effect; inconclusive = small, poorly fitted or top-dose-only effect, or another doubt; inactive = no such curve, though single readings can be large; an effect the other way counts as inactive or inconclusive. Random draw from the library; about 3.2% have a hit in one of these screens.

SMILES	Eya2 inh	TSHR antagonist	AT treatment	Chronic BCR inh	a7 integrin act	Tb PFK inh	Mito fusion act	TCR activator	PTAP TSG101 blk	ELG1 repair inh	ASM inhibitor
CCCCCCCC(=O)C(C)C(=O)N(C)[C@H](Cc1ccc(OC)cc1)C(=O)N(C)[C@H](C(N)=O)C(C)C (some centres not stated)	-28%	-13	22%	-5%	17%	-6%	/	-11%	-8%	?	-12%
COC(=O)[C@H](C)NC(=O)Nc1ccc(OC(F)(F)F)cc1	-4%	-5	-9%	1%	13%	-1%	-1%	0%	-1%	6%	-4%
O=C(CSc1ccccc1)N1CCC(N2CCC(C(=O)N3CCCC3)CC2)CC1	1%	-6	5%	7%	?	-1%	1%	9%	1%	?	1%
Fc1ccc(Nc2nc(-c3ccncc3)nc3ccccc23)cc1	5%	-2	7%	-5%	4%	2%	1%	2%[46.1 µM]	-1%	2.3µM*	9%
NCCn1c(-c2ccccc2)cc(C(=O)O)c1-c1ccccc1F	6%	-7	-14%	4%	24%	-3%	-4%	1%	0%	11%	0%
CCc1ccc(NC(=O)N(C2CCC(C)CC2)C2CCN(C(C)=O)CC2)cc1 (configuration not stated)	5%	14	19%	0%	-7%	-3%	1%	11%	-4%	?	-1%
O=C(C[C@H]1C[C@H](C(=O)N2CCOCC2)[C@@]2(CCC3CCCC3)c3[nH]c4cc(-c5ccco5)ccc4c3CCN2C1=O)NCc1cccc(C(F)(F)F)c1	2%	-4	-2%[11.5 µM]	5%	-22%	-5%	/	0%[46.1 µM]	-2%	1%	10%
CCN(Cc1cnn(C)c1)C(=O)c1cc(COc2cc(C)c(Cl)c(C)c2)on1	-10%	5	9%	?	18%	1%	-2%	-3%	1%	-19%	-4%
O=C(CN1C(=O)CCC1=O)Nc1ccc(Cc2ccc(NC(=O)CN3C(=O)CCC3=O)cc2)cc1	14%	2	-3%	8%	?	-1%	-9%	5%	-6%	8%	-1%
CC(C)c1ccc(C(O)P(=O)(OC2CCCCC2)OC2CCCCC2)cc1 (configuration not stated)	-24%	-12	-35%	-3%	-52%[inhibitor]	-3%	13µM*	4%	-8%	0%	-2%
Cc1ccc(/C=C2/SC(=S)N(CC(=O)Nc3ncc(Cc4ccc(C)cc4)s3)C2=O)cc1	5%	15	/	-7%	-1%	0%	-2%	-15%	-3%	-1%	-2%
CSc1nc(C)c(CCOC(=O)c2cccc(C)c2)c(=O)[nH]1	7%	5	-8%	-4%	7%	-3%	-1%	-10%	-1%	12%	-1%
O=C(Nc1nc(-c2ccccn2)cs1)c1ccco1	0%	-2	-1%	?	-9%	2%	-10%	12%	-4%	?	8%
CC1CCN(CC[C@H]2CCCN2S(=O)(=O)c2cccc(O)c2)CC1	-7%&-1%	-12&-4	5%	1%	/	-3%	-41%&-1%[inhibitor]	2%	0%	12%	6%
Cc1nc(Nc2ccccc2F)c2oc3ccccc3c2n1	-6%	-22	2%	?	?	4%	-9%	1%	-1%	29%	1%
COc1ccc(CNC(=O)CN(C)S(=O)(=O)c2ccccc2)cc1	4%	1	-2%	1%	24%	3%	-9%	5%	-2%	9%	1%
O=C(c1ccc(Cl)cc1)c1cnc2ccccn12	2%	-2	/	-20%	3%	-5%	2%	3%	-9%	?	-2%
Cc1cc(-n2c(C)cc(C(=O)COc3ccc([N+](=O)[O-])cc3)c2C)no1	-1%	-11	4%	2%	-13%	0%	1%	3%	-1%	?	0%
CC(C)Oc1ccc(Oc2ccc(C(F)(F)F)cn2)cc1	4%	-3	8%	2%	-7%	4%	-5%	-2%	-5%	2%	3%
CN(C)CCNC(=O)Nc1ccc(F)cc1F	-8%	5	3%	1%	-5%	-9%	-9%	-1%	0%	15%	-1%

Of the compounds above, 2 have an aryl thioether with sulfur outside any ring.
SMILES	Eya2 inh	TSHR antagonist	AT treatment	Chronic BCR inh	a7 integrin act	Tb PFK inh	Mito fusion act	TCR activator	PTAP TSG101 blk	ELG1 repair inh	ASM inhibitor
O=C(CSc1ccccc1)N1CCC(N2CCC(C(=O)N3CCCC3)CC2)CC1	1%	-6	5%	7%	?	-1%	1%	9%	1%	?	1%
CSc1nc(C)c(CCOC(=O)c2cccc(C)c2)c(=O)[nH]1	7%	5	-8%	-4%	7%	-3%	-1%	-10%	-1%	12%	-1%

Only ELG1 repair inh, AT treatment and Tb PFK inh, for two of the compounds above:
molecule,ELG1 repair inh,AT treatment,Tb PFK inh
CCc1ccc(NC(=O)N(C2CCC(C)CC2)C2CCN(C(C)=O)CC2)cc1 (configuration not stated),?,19%,-3%
Fc1ccc(Nc2nc(-c3ccncc3)nc3ccccc23)cc1,2.3µM*,7%,2%

(continued)
SMILES	Eya2 inh	TSHR antagonist	AT treatment	Chronic BCR inh	a7 integrin act	Tb PFK inh	Mito fusion act	TCR activator	PTAP TSG101 blk	ELG1 repair inh	ASM inhibitor
CCc1nnc(NC(=O)CSc2nnc(CSc3nc(C)cc(C)n3)o2)s1	-4%	-6	-8%	2%	27%	6%	10%	2%	0%	0%	-1%
COC(=O)C1=CN(C(C)C)C=C(C(=O)OC)C1c1cc2c(cc1Br)OCO2	5%	15	29%	-1%	-17%	8%	4%	-4%	-2%	14%	/
O=C(COC(=O)CC1CCCC1)Nc1ccc(Cl)cn1	9%	-4	-8%	?	24%	0%	-6%	-2%	-7%	7%	1%
O=C1CCC/C(=N\NC(=O)NC2CCCCC2)C1	7%	-4	2%	-17%	-1%	-4%	0%	4%	6%	?	6%
CC(=O)c1cccc(N(C(=O)c2ccco2)C(C(=O)NC2CCCC2)c2ccc(N3CCOCC3)cc2)c1 (configuration not stated)	3%	4	-3%	?	6%	-9%	1%	-4%	-3%	-18%	-2%
CC1CCN(CCCNC(=O)COc2cc(=O)n(C)c3ccccc23)CC1	11%	-3	2%	-9%	0%	13%	0%	-3%	-8%	?	-1%
Cc1ccc(N(C(=O)CNC(=O)c2ccco2)C(C(=O)NC2CCCCC2)c2cccnc2)cc1C (configuration not stated)	-12%	5	-1%	-3%	-20%	6%	-11%	-1%	-1%	1%	0%
Cc1onc(-c2ccccc2)c1C(=O)NC(C)c1ccc2c(c1)OCO2 (configuration not stated)	9%	8	-3%	?	23%	-10%	0%	6%	0%	-10%	-2%
Cc1ccc(C)c(N2CC(O)(c3cccs3)[N+]3=C2CCCC3)c1 (configuration not stated)	10%	12	1%	-1%	-1%	-2%	-1%	-4%	2%	-7%	0%
COc1cccc(/C=N/NC(=S)NC2CC3CCC2C3)c1OC (configuration not stated)	-15%	-10	-9%	?	0%	1%	-5%	-2%	-3%	?	4%
COc1ccccc1CNC(=O)CS(=O)(=O)c1ccc(C)cc1	3%	-2	-3%	4%	8%	-8%	2%	1%	2%	-17%	-2%
O=C(CCl)Nc1ccccc1Sc1ccc(Cl)cc1	8%	-4	2%	?	-71%[inhibitor]	-3%	2%	-8%	-3%	?	-5%
CCOC(=O)c1c(/N=C/N(C)C)sc(/C=N/Nc2ccccc2)c1-c1ccccc1	-5%	-3	3%	?	-17%	2%	8%	-25%[46.1 µM]	-5%	-10%	134%[activator]
O=C(Nc1ccccc1F)c1ccc(CN2CCN(c3ccccc3)CC2)cc1	-18%	14	3%	0%	9%	2%	3%	6%	1%	?	0%
CC(=O)Nc1cccc(NC(=O)c2c(-c3ccccc3Cl)noc2C)c1	7%	0	1%	9%	-5%	-1%	1%	-1%	-6%	?	-2%

High-throughput results from PubChem.
